PREPL inhibitor = human PREPL enzyme inhibition; hit rate 0.68% among 320,000; recombinant PREPL, fluorescence polarization activity-based probe; AID 2751; inhibition, % at 5.96 µM; Q4J6C6; in the data active = inhibition above about 43%;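 note: 0% = enzyme with DMSO and 100% = wells lacking enzyme; many of its hits are not listed in these tables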
PP5 inh = inhibitors of human protein phosphatase 5 (PP5) | P53041 | purified PP5c, OMFP substrate fluorescence | inhibition, % at 6.7 µM | hit rate 0.18% among 320,000;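 active = inhibition above the campaign's mean inhibition across all tested compounds plus 3 SD, cut at about 9.5% in these data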;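 note: 0% = DMSO only and 100% = 100 µM cantharidin control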
Target sequence (P53041 whole entry, looked up): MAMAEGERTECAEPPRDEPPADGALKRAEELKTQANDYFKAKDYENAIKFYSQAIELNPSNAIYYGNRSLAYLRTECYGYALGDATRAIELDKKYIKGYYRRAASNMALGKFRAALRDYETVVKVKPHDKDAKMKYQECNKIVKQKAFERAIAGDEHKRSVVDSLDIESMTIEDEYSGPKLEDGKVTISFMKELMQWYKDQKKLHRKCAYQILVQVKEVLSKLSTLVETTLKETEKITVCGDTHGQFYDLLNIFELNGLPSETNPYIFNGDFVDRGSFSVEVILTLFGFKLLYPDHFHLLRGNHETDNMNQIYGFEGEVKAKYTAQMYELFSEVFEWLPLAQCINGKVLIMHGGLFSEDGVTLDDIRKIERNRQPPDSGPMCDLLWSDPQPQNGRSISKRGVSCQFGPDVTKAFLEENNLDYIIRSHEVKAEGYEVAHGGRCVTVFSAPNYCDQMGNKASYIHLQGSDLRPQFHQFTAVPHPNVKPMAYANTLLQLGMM
ZTA counter = ZTA (EBV) inhibition in EBNA-1 counter-screen. P03206. ZTA-DNA binding, fluorescence polarization. inhibition, % at 11 µM. hit rate 0.15% among 320,000. AID 2234; in the data active = inhibition above about 33%
Target sequence (P03206 whole entry, looked up): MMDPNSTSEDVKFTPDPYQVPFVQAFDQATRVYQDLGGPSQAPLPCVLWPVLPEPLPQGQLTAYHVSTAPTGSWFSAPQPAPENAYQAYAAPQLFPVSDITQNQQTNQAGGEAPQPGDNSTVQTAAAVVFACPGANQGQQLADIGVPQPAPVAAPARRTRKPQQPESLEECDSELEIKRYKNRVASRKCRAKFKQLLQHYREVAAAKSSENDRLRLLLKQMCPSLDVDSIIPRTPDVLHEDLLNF
Efflux pump mplx = inhibitors of Candida antifungal efflux pumps expressed in yeast | S. cerevisiae Candida pump triplex, Nile Red efflux | inhibition, % at 10 µM | hit rate 0.44% among 330,000;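 active = plate passing quality check with inhibition over a set limit, or well fluorescence over plate mean plus 4 SD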;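 note: Nile Red retained in pooled yeast measured as flow cytometry median fluorescence; 0% = buffer negative control and 100% = Enniatin B positive control; higher means more Nile Red kept so more efflux inhibition; some compounds called inactive have numbers as strong as hits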
CTSL1 counter = counter-screen for PFM18AAP inhibitors: inhibitors of F. hepatica cathepsin L1 | recombinant F. hepatica cathepsin L1, Z-Leu-Arg-MCA fluorescence | inhibition, % at 5.96 µM | hit rate 0.49% among 300,000;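 active = inhibition above the mean of all tested compounds plus 3 SD, set per screening campaign, cut at about 17% in these data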;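 note: 0% = plate median of test compound wells and 100% = 1 µM Z-Phe-Ala-diazomethylketone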
TPT1 inh = blocks Candida albicans tRNA 2'-phosphotransferase; recombinant caTPT1, FP RNA substrate dephosphorylation; inhibition, % at 5 µM; hit rate 0.81% among 300,000; AID 1962;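 active = inhibition above the mean of all tested compounds plus 3 SD, set per screening campaign, cut at about 24% in these data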;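 note: plate controls were DMSO alone for no effect and ferristatin control at 100 nM for full effect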
EBNA-1 inh = blocks EBNA-1 binding to DNA; EBNA-1 DNA binding, fluorescence polarization; inhibition, % at 14.8 µM; hit rate 0.34% among 300,000; AID 1950; in the data active = inhibition above about 28%
core dimer inh = blocks dimerization of HCV core protein | TR-FRET GST/Flag-core106 dimerization, 1536-well | inhibition, % at 5 µM | hit rate 0.33% among 300,000;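 active = inhibition above the mean of all tested compounds plus 3 SD, set per screening campaign, cut at about 45% in these data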
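Test system: GST/Flag-tagged HCV core106 proteins; Medium: KF-containing HEPES buffer, pH 7.45, DTT, CHAPS, BSA; Times: compound-protein-antibody incubation 4 h at 22.5 °C; Detection: TR-FRET 671 and 617 nm emission; Benchmarks: wells lacking GST-core106 and wells with excess unlabelled core106.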
PP1 inh = counter-screen for PP5 inhibitors: inhibitors of human PP1-alpha; inhibition, % at 6.7 µM; hit rate 0.9% among 320,000; purified PP1alpha, OMFP fluorescence; P62136; AID 2235;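 active = inhibition above the mean inhibition of all tested compounds plus 3 SD, computed separately for each screening campaign, cut at about 15% in these data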
Target sequence (P62136 whole entry, looked up): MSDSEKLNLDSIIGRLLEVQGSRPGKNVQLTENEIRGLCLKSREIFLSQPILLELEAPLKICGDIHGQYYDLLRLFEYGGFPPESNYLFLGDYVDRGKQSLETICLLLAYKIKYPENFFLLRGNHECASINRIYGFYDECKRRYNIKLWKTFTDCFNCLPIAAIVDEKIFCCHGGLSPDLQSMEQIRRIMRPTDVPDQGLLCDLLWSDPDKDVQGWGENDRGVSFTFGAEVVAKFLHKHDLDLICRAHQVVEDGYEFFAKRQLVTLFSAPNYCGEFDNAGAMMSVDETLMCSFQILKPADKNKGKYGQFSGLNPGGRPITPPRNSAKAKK
Active calls of the source: *; . = no result given. An excerpt. The share of hits here may be higher or lower than overall.

SMILES	PREPL inhibitor	PP5 inh	ZTA counter	Efflux pump mplx	CTSL1 counter	TPT1 inh	EBNA-1 inh	core dimer inh	PP1 inh
Cc1ccc(S(=O)(=O)CCc2nc3ccccc3s2)cc1C	-36.2	3.1	-4.6	0.1	-0.1	-0.1	-1.0	-5.1	-4.3
CN(C)c1ccc(NC(=O)CSc2nc3ccccc3c(=O)n2CC2CCCO2)cc1 (centres undefined)	7.1	0.4	-6.7	-0.1	0.5	-4.8	-4.6	-10.2	1.1
CC(C)COc1cccc(C(=O)Nc2ccc(CN3CCOCC3)cc2)c1	-6.2	2.2	2.0	0.0	1.2	-3.2	-2.6	-19.3	0.9
COC(=O)C1=C(N)c2c(F)cccc2C1(C#N)c1ccc(F)cc1 (centres undefined)	-1.1	2.6	-5.1	0.0	-2.4	-2.1	-13.8	6.2	-1.3
CC(=O)c1ccc(NC(=O)C2CCC(C)NC2=O)cc1 (centres undefined)	-1.3	0.4	-3.4	0.1	-1.7	2.4	3.5	-5.0	3.1
C/C(CCc1ccco1)=N/NC(=O)CCC(=O)Nc1cccc(Cl)c1	1.4	3.5	5.0	-0.1	-2.6	7.8	2.2	17.7	-0.2
CC(C)OCCCNC(=S)N1CCC(C(=O)c2ccc(Cl)cc2)CC1	-27.1	-0.1	1.1	-0.3	0.7	-1.2	-2.6	1.7	2.0
O=C(CCCC(=O)N(CC(=O)NC1CCCC1)Cc1ccccc1)Nc1ccccn1	24.2	-1.8	-0.5	-0.1	-0.4	-2.4	5.3	0.6	-1.5
S=C(NCCN1CCOCC1)NC1CCCC1	15.4	1.8	-22.6	0.1	3.2	-2.9	7.4	-13.7	-1.7
Cc1ccc(-c2csc(-c3cc(C)on3)n2)cc1	-0.4	3.5	1.8	0.0	-1.4	1.7	-2.2	-2.3	-1.4
CN=C1NN=C(c2cc(C)n(-c3ccc(Cl)cc3)c2C)CS1	31.2	1.7	11.0	0.1	-2.8	8.8	11.3	64.8*	8.8
CC(C)(C)S(=O)(=O)/C(C#N)=C/Nc1ccccn1	1.4	1.6	-2.3	0.0	-4.5	1.2	-8.0	4.1	-5.3
CCOc1ccc2[nH]c(C)c(CN(C)C)c(=O)c2c1	3.1	1.5	2.9	0.0	-3.3	-3.3	-0.7	1.9	-3.0
COc1ccc(NCc2nnc(SCC(=O)Nc3ccc(OC)cc3)n2C)cc1	14.9	-0.1	-1.1	1.7	2.8	4.6	-1.0	-5.3	-2.9
COc1ccc(CC/C(C)=N\NC(N)=O)cc1	-0.3	1.1	4.5	0.4	2.4	-1.4	-11.0	-10.3	0.8
CC1=C(C)/C(=N\OS(=O)(=O)c2ccc(C)cc2)C=CC1=O	5.4	3.4	-8.5	0.7	4.1	-0.1	-9.3	-15.2	-1.4
C/C(CCc1ccccc1)=N\NC(=O)C1C2CCCCC21 (centres undefined)	-3.5	0.4	2.2	0.3	-0.4	-2.7	-8.2	-0.1	5.4
Cc1ccc(C2/C(=C(/O)c3cnn(-c4ccccc4)c3C)C(=O)C(=O)N2CCN2CCOCC2)o1 (centres undefined)	-4.6	2.4	-13.8	-0.2	-0.3	-0.3	2.0	-4.4	-0.6
COc1ccc(Br)cc1CN1CCN(C(=O)c2ccco2)CC1	12.5	1.0	4.7	0.2	2.7	0.6	-26.6	-5.3	0.9
COCCNC(=O)CN1CCC(NC(=O)c2ccco2)CC1	9.5	1.1	-10.1	-0.4	-0.9	-3.9	-7.3	-5.1	-3.7
CC(NC(=O)CN(C)CC(=O)Nc1ccc(F)c(F)c1F)c1ccccc1 (centres undefined)	-3.4	1.4	-8.2	0.0	-9.2	0.8	-8.2	-7.2	-3.4
COC(=O)Cc1c(O)ccn(C2CC2)c1=O	-1.5	-2.8	2.3	0.0	-2.8	-1.7	-10.6	-3.5	2.4
Cc1cc(C)c(S(=O)(=O)N(C)CC(=O)NCc2cccnc2)c(C)c1	-8.5	-2.8	-3.1	0.0	-3.0	0.1	-13.3	-6.3	5.3
O=C1CCCc2ccccc2N1Cc1cccc(Cl)c1	-33.0	3.6	-1.6	0.0	-0.9	-0.4	-2.5	9.5	-0.8
O=C(O)c1cc(S(=O)(=O)N2CCN(C(c3ccccc3)c3ccccc3)CC2)ccc1Cl	-1.4	1.1	1.0	0.2	0.4	-3.9	-2.9	15.4	3.0
Cn1cccc1CC(=O)N/N=C/c1cccc([N+](=O)[O-])c1	17.6	-1.4	2.0	0.1	1.4	-0.5	-16.3	25.7	-0.6
Brc1ccc(CSc2nnc(-c3cccnc3)o2)cc1	-0.8	3.0	-7.8	0.2	-3.8	-3.8	2.4	-3.2	0.2
Cc1ccc2c(c1)N(CCC(=O)NCc1ccco1)C(=O)CO2	7.4	8.9	-3.8	0.0	-3.8	-2.0	-1.6	0.1	0.9
CC1CCC(NC(=O)COc2ccc(C(=O)c3ccccc3)cc2)CC1 (centres undefined)	-31.7	3.1	0.3	0.0	2.2	-3.5	10.7	1.6	1.9
CCC(C)NC(=O)c1cc2c(=O)n3cccc(C)c3nc2s1 (centres undefined)	5.9	0.9	-15.9	-0.1	2.5	-1.7	-6.1	1.1	1.8
COc1ccc(C(=O)C2CCCN(Cc3cnc(N4CCOCC4)s3)C2)cc1F (centres undefined)	6.2	0.5	-7.6	0.2	-10.7	-2.4	-15.8	1.3	-2.2
COc1cc2c(cc1NCc1ccc3c(c1)OCO3)oc1ccccc12	23.2	2.6	7.7	0.1	6.2	1.9	-1.9	-9.9	0.3
O=C(/C=C/c1cccc2ccccc12)c1ccncc1	3.3	-1.6	12.9	-0.1	1.7	2.5	10.5	-2.6	-2.0
CCCN1CCc2nc(SCC(=O)Nc3ccc(C)c(Cl)c3)[nH]c(=O)c2C1	9.6	1.4	10.2	0.0	-2.2	-0.1	5.2	8.7	-3.9
COC(=O)C(CC(C)C)NC(=O)C(Cc1ccccc1)NC(=O)C1CCCN1C(=O)OC(C)(C)C (centres undefined)	-1.9	-0.4	11.9	0.0	5.4	-1.8	5.0	-1.5	-1.5
C[C@@H](C(=O)N1CCNCC1)n1cc(CCC(=O)O)nn1	-9.0	2.5	17.9	0.1	-1.6	1.1	0.3	-5.0	-8.1
CC(=O)Nc1ccc(NC(=O)C(C)Sc2nnc(-c3cccs3)o2)cc1 (centres undefined)	-0.7	-0.8	2.0	-0.1	-0.9	-0.1	12.5	0.1	0.5
Cc1nnc(SCC(=O)NCc2ccco2)[nH]c1=O	10.1	-0.1	-20.5	-0.1	0.6	-2.6	-3.0	-2.4	2.4
CC(C)C(NC(=O)c1ccccc1Cl)C(=O)OCc1nc2scc(-c3ccccc3Cl)c2c(=O)[nH]1 (centres undefined)	-8.3	1.4	-7.5	0.4	-1.4	10.9	-6.5	2.2	4.0
CS(=O)(=O)Nc1ccc(-c2ccc(/C=C3\SC(N)=NC3=O)o2)cc1	5.7	4.1	12.4	-0.1	5.1	44.4*	4.0	-25.8	-1.6
Cc1ccc(NC(=S)NCCc2c[nH]c3ccccc23)cc1	12.2	1.8	0.8	-0.1	0.1	-0.1	-8.1	-1.7	1.4
COc1ccc(CCC(=O)Nc2nc3ccccc3[nH]2)cc1	-5.8	-9.8	0.8	0.1	2.6	-2.1	8.0	1.2	0.5
CC(C)(C)C(=O)N1CCC(O)(CS(=O)(=O)Cc2ccccc2Cl)CC1	4.5	0.0	2.9	-0.2	-0.2	-2.5	11.8	1.8	-4.8
COc1ccc(C)cc1NC(=O)CSc1nc(=O)n(CCCN2CCOCC2)c2c1CCCC2	4.8	-0.8	0.3	0.0	1.1	-1.1	-7.3	1.5	1.9
O=C(CO/N=C/c1cccc([N+](=O)[O-])c1)NC1CCCCC1	14.5	-0.5	3.3	8.3*	0.8	0.2	-1.7	2.9	-4.9
CC(=O)Nc1ccc2[nH]c3ccccc3c2c1	5.6	2.2	0.1	0.0	-0.8	-1.8	-1.9	-9.0	-3.1
COc1ccc(/C=C2\SC(=S)N(CCC(=O)N(CCO)c3ccccc3)C2=O)cc1OC	11.3	-0.5	3.8	0.2	1.7	0.9	-12.6	-15.2	-1.4
CCCCc1ccc(NC(=O)CC(C)(C)C)cc1	0.5	4.8	-9.3	0.3	1.7	0.8	8.1	-5.5	-2.2
O=C(O)c1cccc(Nc2ncnc3sccc23)c1	12.7	1.4	-16.4	-0.1	-1.8	-0.1	5.0	-6.4	0.3
Cc1cc(NS(=O)(=O)c2ccc(NS(=O)(=O)c3ccc(Br)cc3)cc2)no1	-3.2	1.0	-0.8	0.1	1.2	2.2	2.3	3.5	-2.2
CC1CCN(C(=O)Cn2nnnc2CN2CCOCC2)CC1	-0.3	1.2	21.5	-0.1	-8.4	-1.2	-2.4	5.9	-4.2
O=C(OCc1cc(=O)n2c(n1)sc1ccccc12)c1ccc(O)cc1	-14.8	0.9	5.7	0.7	1.9	7.2	-9.6	50.4*	1.6
CC(=O)Nc1cccc(N)c1	-0.2	-1.3	6.1	-0.1	.	.	.	.	-2.7
COc1ccc(-c2nc(CS(=O)(=O)CC(=O)Nc3ccc(Cl)cc3)c(C)o2)cc1	2.2	2.5	-4.7	0.0	6.1	-2.1	-11.3	-4.5	-1.3
Cc1cccc(NS(=O)(=O)c2cccc([N+](=O)[O-])c2)n1	0.7	-0.9	8.4	0.1	-0.8	-3.2	-10.0	0.5	3.4
S=C(NCCc1ccc(Cl)cc1)NC1CCCC1	13.5	5.7	7.5	0.3	2.0	-0.5	-4.5	-3.6	-3.3
CC(=O)Nc1ccc(NC(=O)c2ccccc2N(C)S(=O)(=O)c2ccc(C)cc2)cc1	-14.6	0.7	-7.0	0.1	0.6	-1.2	-1.3	-1.0	-2.2
CC(C)Cc1nc(N2CCN(C(=O)c3ccccc3)CC2)c(C#N)c2c1CCC2	6.8	5.0	-5.8	0.2	0.4	2.5	-14.5	6.3	5.1
Cc1ccc(Cn2c(C(C)Nc3nc(-c4ccc(Cl)c([N+](=O)[O-])c4)cs3)nc3cc(C(F)(F)F)ccc32)cc1 (centres undefined)	13.8	-7.2	1.5	0.1	-5.5	0.4	-4.4	38.7	-4.8
COC(=O)c1cc(S(=O)(=O)NC2CCC(C)CC2)cn1C (centres undefined)	3.6	0.0	16.5	-0.1	0.8	-2.9	-1.1	-5.0	-0.8

Following part
SMILES	PREPL inhibitor	PP5 inh	ZTA counter	Efflux pump mplx	CTSL1 counter	TPT1 inh	EBNA-1 inh	core dimer inh	PP1 inh
COc1ccc(O)c(C2(O)C(=O)c3ccccc3C2=O)c1	7.9	-1.9	-2.2	-0.1	-7.0	-2.4	-11.2	-4.3	-2.8
CCC/C=C1/CCCOC(C(=O)NCCN2CCOCC2)(C(F)(F)F)C1 (centres undefined)	2.2	3.2	-13.9	0.0	-2.3	-3.0	9.3	4.3	-1.6
CC(NC(=O)COc1ccccc1F)C1CC2CCC1C2 (centres undefined)	1.0	-1.1	-18.5	0.1	2.7	0.8	1.8	-0.6	-2.5
O=S(=O)(Nc1ccc(C(F)(F)F)cn1)c1ccccc1	1.3	-1.1	0.6	-0.2	-0.2	-3.0	-9.4	-0.9	-1.5

Three structures from above, sorted by SMILES length, smallest number first:
SMILES	PREPL inhibitor	PP5 inh	ZTA counter	Efflux pump mplx	CTSL1 counter	TPT1 inh	EBNA-1 inh	core dimer inh	PP1 inh
O=S(=O)(Nc1ccc(C(F)(F)F)cn1)c1ccccc1	1.3	-1.1	0.6	-0.2	-0.2	-3.0	-9.4	-0.9	-1.5
CCC/C=C1/CCCOC(C(=O)NCCN2CCOCC2)(C(F)(F)F)C1 (centres undefined)	2.2	3.2	-13.9	0.0	-2.3	-3.0	9.3	4.3	-1.6
Cc1ccc(Cn2c(C(C)Nc3nc(-c4ccc(Cl)c([N+](=O)[O-])c4)cs3)nc3cc(C(F)(F)F)ccc32)cc1 (centres undefined)	13.8	-7.2	1.5	0.1	-5.5	0.4	-4.4	38.7	-4.8

Bioassay records from PubChem.
